CHO-K1 Ca antag = M1 antagonist counterscreen hit in parental CHO-K1 cells; ATP-induced calcium, Fluo-8 fluorescence; inhibition, % at 3 µM; 0.6% of 360,000 active; AID 602250;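 active = inhibition above a per-plate cutoff, the plate's mean sample inhibition plus 3 SD, cut at about 24% in these data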;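 also: 0% = DMSO plus EC80 ATP and 100% = DMSO alone without ATP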
M4 ag = human M4 muscarinic receptor agonists, primary screen, CHO-K1 cells, Fluo-8 calcium fluorescence | CHO-K1 hM4/Gqi5; vehicle 0%, full acetylcholine response 100% | AID 624127, 2012 | activation, % at 3 µM | 0.14% of 360,000 active | Muscarinic acetylcholine receptor M4 (Homo sapiens), P08173;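 active = activation above the run mean over all test wells plus 3 SD, cut at about 32% in these data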;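 also: peak over basal fluorescence ratio per well then scaled between controls; 0% = DMSO wells and 100% = acetylcholine at EC100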
Target sequence (P08173 whole entry, looked up): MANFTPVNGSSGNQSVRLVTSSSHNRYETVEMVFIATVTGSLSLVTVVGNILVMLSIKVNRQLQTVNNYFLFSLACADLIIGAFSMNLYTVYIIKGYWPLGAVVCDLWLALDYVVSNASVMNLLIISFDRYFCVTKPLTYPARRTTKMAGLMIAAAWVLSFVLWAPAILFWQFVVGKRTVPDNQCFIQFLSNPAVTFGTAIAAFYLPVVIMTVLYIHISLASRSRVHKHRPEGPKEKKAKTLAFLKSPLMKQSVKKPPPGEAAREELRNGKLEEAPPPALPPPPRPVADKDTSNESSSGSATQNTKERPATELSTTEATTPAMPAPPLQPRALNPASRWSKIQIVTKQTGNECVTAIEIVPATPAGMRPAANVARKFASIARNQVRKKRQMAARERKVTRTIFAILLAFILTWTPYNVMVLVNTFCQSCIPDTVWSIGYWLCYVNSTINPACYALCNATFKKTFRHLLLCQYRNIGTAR
CHO parental Ca = ATP-evoked calcium signal inhibitors, parental CHO, primary screen, counter-screen for OX1R antagonist project, cell-based, fluorescence, Fluo-8 calcium dye; parental CHO-K1, ATP-induced calcium, Fluo-8 fluorescence; inhibition, % at 5.6 µM; 0.63% of 330,000 active; AID 463079, 2010;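 active = inhibition above that plate's mean sample inhibition plus 3 SD, cut at about 26% in these data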;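 also: 0% = ATP-challenged DMSO wells and 100% = DMSO wells without ATP; some compounds past the cut are filed as inactive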
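material = parental CHO cells | also added = ATP as calcium-mobilizing challenge | dosing = single point at 5.6 µM | detection = intracellular calcium via Fluo-8 no-wash fluorescent dye | read-out = % inhibition | benchmarks = low control ATP plus DMSO, high control DMSO only | repeats = one well per compound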
CHRM1 PAM = human M1 muscarinic receptor positive allosteric modulators, primary screen, CHO-K1 cells, Fluo-8 calcium fluorescence, 1536-well; Muscarinic acetylcholine receptor M1 (Homo sapiens), P11229; CHO-K1 hM1, ACh EC20; 0% = ACh EC20, 100% = maximal ACh; activation, % at 3 µM; 0.088% of 360,000 active; in the data active = activation above about 19%, passing the limit was not always enough
Target sequence (P11229 whole entry, looked up): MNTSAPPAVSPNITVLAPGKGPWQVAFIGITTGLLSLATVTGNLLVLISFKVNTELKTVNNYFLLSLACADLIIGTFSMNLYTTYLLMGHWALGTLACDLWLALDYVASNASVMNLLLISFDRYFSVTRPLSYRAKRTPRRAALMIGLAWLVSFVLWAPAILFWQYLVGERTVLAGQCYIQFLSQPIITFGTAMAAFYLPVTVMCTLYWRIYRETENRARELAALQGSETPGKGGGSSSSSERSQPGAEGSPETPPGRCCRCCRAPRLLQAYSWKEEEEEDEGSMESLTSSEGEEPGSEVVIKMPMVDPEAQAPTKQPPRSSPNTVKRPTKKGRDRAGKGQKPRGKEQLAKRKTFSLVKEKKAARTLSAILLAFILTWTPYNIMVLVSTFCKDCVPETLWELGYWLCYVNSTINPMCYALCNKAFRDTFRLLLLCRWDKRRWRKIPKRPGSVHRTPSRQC
M1 antag = human M1 muscarinic receptor antagonists, primary screen, CHO-K1 cells, Fluo-8 calcium fluorescence, 1536-well. 1.3% of 360,000 active. CHO-K1 hM1, ACh EC80 antagonist. inhibition, % at 3 µM. Muscarinic acetylcholine receptor M1 (Homo sapiens), P11229;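 active = percent inhibition above its own plate's cutoff, namely the mean of that plate's compound wells plus 3 SD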;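 also: peak over basal fluorescence ratio during 140 s after agonist addition; 0% = ACh EC80 plus DMSO and 100% = DMSO alone without agonist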
OXTR potentiate = human OXTR potentiators, primary screen, fluorescence, CHO-OTR cells, Fluo-8 calcium; Oxytocin receptor (Homo sapiens), P30559; 0.061% of 320,000 active; Fluo-8 calcium fluorescence, potentiator mode; 0% = oxytocin EC15, 100% = EC100; activation, % at 3 µM; AID 2445, 2010;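 active = activation above that plate's cutoff, the mean activation of tested compounds plus 3 SD, cut at about 6.6% in these data, passing the limit was not always enough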;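 also: 100% uses oxytocin at 75 nM as the full agonist control; some results filed as inactive read as strong as hits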
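Measured by – Fluo-8 calcium dye fluorescence · Test system – human OTR in CHO cells · Dosing – one concentration, 3.0 µM compound · Controls – EC15 oxytocin alone as 0%, 75 nM oxytocin as 100% · Evaluation – normalized max/min fluorescence ratio, % activation · Timing – 6 min pre-incubation, 100 s read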
M1 ag parental = counter-screen for M1 agonists: effect in parental CHO-K1 cells | Fluo-8 calcium fluorescence; scaled to maximal ATP response, vehicle zero | activation, % at 3 µM | 0.48% of 360,000 active; in the data active = activation above about 15%;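 also: untransfected CHO-K1 host cells lacking M1 receptor as counterscreen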
M1 ag = human M1 muscarinic receptor agonists, primary screen, Fluo-8 calcium fluorescence, CHO-K1 cells, HTS. CHO-K1 hM1, agonist mode; 0% DMSO, 100% acetylcholine EC100. 0.33% of 360,000 active. activation, % at 3 µM. Muscarinic acetylcholine receptor M1 (Homo sapiens), P11229;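 active = activation above the run's mean compound activation plus 3 SD, cut at about 16% in these data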;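 also: peak over basal fluorescence ratio within a 140 s kinetic read after compound addition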
M4 antag = human M4 muscarinic receptor antagonists, primary screen, CHO cells, Fluo-8 calcium fluorescence; inhibition, % at 3 µM; Muscarinic acetylcholine receptor M4 (Homo sapiens), P08173; 0.73% of 360,000 active; CHO-hM4 cells, ACh EC80; AID 624125, 2012;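 active = inhibition above its plate's cutoff, the mean inhibition of sample wells plus 3 SD, cut at about 27% in these data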;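 also: 0% = acetylcholine EC80 with DMSO and 100% = DMSO without agonist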
An asterisk follows results filed as active; · = no result given.

SMILES	CHO-K1 Ca antag	M4 ag	CHO parental Ca	CHRM1 PAM	M1 antag	OXTR potentiate	M1 ag parental	M1 ag	M4 antag
Cc1ccc(S(=O)(=O)Nc2cccc3ncccc23)cc1	-10	4	-8	4	-4	-28	1.9	-2	-5
Cc1ccc(C(=O)N/C(=C\c2cccs2)C(=O)NCCCN2CCOCC2)cc1	5	1	-3	15	-3	2	-0.4	-1	-22
COc1ccccc1/C=C1\SC(N2CCC(C)CC2)=NC1=O	-10	0	-15	8	-7	-4	-0.5	-2	-6
O=C(CO/N=C/c1ccc(OC(F)F)cc1)N1CCc2ccccc21	-1	0	0	-2	0	0	-0.3	-9	3
CCOC(=O)c1ccc(NC(=O)C2COc3ccccc3O2)cc1 (stereo not given)	7	5	-13	-1	0	-6	4.6	1	2
O=C(c1cc(-c2ccccc2)on1)N1CCCC1	-15	0	-2	1	-17	-8	0.1	-2	-2
CC1CCN(C(=O)c2ccc3c(c2)OCCO3)CC1	-11	0	-4	2	-22	-7	0.4	-3	-2
Cc1cc(SCC(=O)OCC(=O)N2CCN(C(=O)c3ccco3)CC2)c(C)cc1Br	-9	10	-19	2	0	-12	5.5	-4	5
CC1CN(CCCCSc2ccccc2)CC(C)O1 (stereo not given)	-14	1	-12	4	-13	2	1.2	-3	1
COCCCNC(=O)Cc1ccc(S(=O)(=O)N2CCOCC2)s1	-11	2	4	9	-8	5	2.5	-3	-11
CCN1CCCC1CNCc1cccc(OC)c1OCc1ccccc1 (stereo not given)	-11	2	-5	-19	24	-11	0.4	-7	-5
N#CCCN(CCN1CCCC1)S(=O)(=O)c1ccc(-c2ccc([N+](=O)[O-])cc2)cc1	19	8	-2	1	-1	-9	8.7	-8	-2
O=C1C2C3C=CC(CC3)C2C(=O)N1c1ccc2c(c1)OCO2 (stereo not given)	13	1	-6	5	-5	-5	2.8	-3	1
CC(=O)NC12CC3CC(C1)CC(C(=O)Nc1nccs1)(C3)C2	21	0	-3	-7	-14	-6	-0.3	-2	2
Cc1ccc(CNC(=O)CCCn2nc(C)c3c(C)n(-c4ccccc4)nc3c2=O)cc1	-15	1	-28	0	-1	-2	-0.7	-5	-10

Compound profiles, as listed above. Values in the order: CHO-K1 Ca antag | M4 ag | CHO parental Ca | CHRM1 PAM | M1 antag | OXTR potentiate | M1 ag parental | M1 ag | M4 antag
Entry for O=C(CO/N=C/c1ccc(OC(F)F)cc1)N1CCc2ccccc21 : -1 | 0 | 0 | -2 | 0 | 0 | -0.3 | -9 | 3
Entry for Cc1cc(SCC(=O)OCC(=O)N2CCN(C(=O)c3ccco3)CC2)c(C)cc1Br : -9 | 10 | -19 | 2 | 0 | -12 | 5.5 | -4 | 5
Entry for O=C(c1cc(-c2ccccc2)on1)N1CCCC1 : -15 | 0 | -2 | 1 | -17 | -8 | 0.1 | -2 | -2
Entry for O=C1C2C3C=CC(CC3)C2C(=O)N1c1ccc2c(c1)OCO2 (stereo not given) : 13 | 1 | -6 | 5 | -5 | -5 | 2.8 | -3 | 1
Entry for Cc1ccc(S(=O)(=O)Nc2cccc3ncccc23)cc1 : -10 | 4 | -8 | 4 | -4 | -28 | 1.9 | -2 | -5

The list continues.
SMILES	CHO-K1 Ca antag	M4 ag	CHO parental Ca	CHRM1 PAM	M1 antag	OXTR potentiate	M1 ag parental	M1 ag	M4 antag
CCCCNC(=O)CCCn1c(=O)[nH]c2ccc(Br)cc2c1=O	7	2	-17	7	-6	-16	-0.4	2	-8
CCOC(=O)CCCCCC(=O)Nc1ccc2c(c1)C(=O)N([C@@H](C)CO)C[C@H](C)[C@H](CN(C)C(=O)Nc1ccc(C(F)(F)F)cc1)OCCCC[C@H](C)O2	-2	1	·	-3	2	·	-0.1	-5	1
CCCCS(=O)(=O)Nc1ccc(N2CCOCC2)c(S(=O)(=O)N2CCOCC2)c1	-4	1	-12	1	0	-3	0.6	-3	1
CCC(=O)Nc1nnc(S(=O)(=O)N(C)c2cc(C)cc(C)c2)s1	-2	1	·	14	-15	·	0.0	-4	2
O=C1CN(S(=O)(=O)c2cc(Cl)ccc2Cl)CCN1	0	0	-10	10	-8	-4	-0.2	-1	6
Cc1cc(C)n2c(SCc3ccccc3Cl)nnc2n1	-5	1	0	-3	11	-4	0.2	-2	-1
COc1cc(OC)cc(C(=O)N[C@H](C(=O)OCC(=O)Nc2ccc(C(N)=O)cc2)C(C)C)c1	-8	2	0	7	-4	-9	0.8	-6	-1
CC(=O)c1c(C)[nH]c(C(=O)Nc2cc(C)cc(C)c2)c1C	-7	4	-9	4	-7	-9	3.1	-1	-2
O=c1[nH]c2cc3ccccc3cc2nc1-c1nnnn1Cc1ccccc1	-13	5	·	·	·	·	1.7	·	8
CC(NC(=O)Nn1cnnc1)(C(F)(F)F)C(F)(F)F	0	2	-2	1	7	1	0.0	-4	-9
CCc1nccn1CCC(=O)NC1CCCc2c1cnn2-c1ccc(F)cc1F (stereo not given)	-7	0	-8	6	-7	-7	0.4	-6	0
Clc1ccc(C2[C@H]3CN(Cc4cccnc4)[C@H](c4ccccc4)C34CC2(c2cccnc2)C4)cn1 (stereo not given in full)	-20	2	-15	-22	14	-1	0.4	-11	-9
CCC(c1nnnn1C1CCCC1)N(Cc1cccs1)Cc1cc2cc(C)ccc2[nH]c1=O (stereo not given)	-4	0	-23	-2	-28	1	0.1	-3	3
O=C(Cc1cccs1)N1CCN=C1SCc1ccccc1F	-8	2	-1	6	-4	-19	0.0	-4	-14
CCN(CC)C(=O)c1cnn(-c2ccccc2)c1NC(=O)c1ccco1	-19	1	-7	6	-13	5	1.1	-1	2
CCc1c(C)nc2ncnn2c1NCCc1ccc(OC)cc1	0	14	7	-18	29	-7	14	1	24
CCCN(CC(=O)Nc1ccccc1C)C(=O)c1ccc(C)c(S(=O)(=O)N2CCCCC2)c1	0	4	-14	5	-10	3	0.9	-2	-5
CS(=O)(=O)N1CCCC(C(=O)Nc2ccc(F)cc2F)C1 (stereo not given)	1	1	-4	1	3	-19	-0.2	-7	2
CCCCC1=CC2=CC(=O)C(C)(OC(=O)CC)C(=O)C2=CN1CCCOC(C)C (stereo not given)	-23	2	-10	2	2	-11	0.4	-5	-5
CCOC(=O)C1CCN(CC(=O)Nc2c(C(=O)OC)[nH]c3cccc(Cl)c23)CC1	-6	6	-18	5	-2	-5	1.4	-2	8
CCCn1c(SCC(=O)Nc2nc3c(s2)CCCC3)nc2c1c(=O)n(C)c(=O)n2C	-11	0	-6	-1	3	-5	0.6	-5	1
O=[N+]([O-])c1ccc(C(=S)N2CCN(c3ccc(F)cc3)CC2)cc1	-3	1	8	-11	5	-10	1.1	-13	1
CCc1cc2c(=O)n(CCC(C)C)c(=S)[nH]c2s1	9	1	-4	0	4	3	0.1	-1	-1
Cc1ccc(S(=O)(=O)Nc2c(C)nc3nc(C)[nH]n3c2=O)cc1	14	1	9	7	-5	-3	-0.3	-1	-5
Cc1cc(C)n(-c2ccc(S(=O)(=O)N3CCOCC3)cc2[N+](=O)[O-])n1	3	0	-11	6	-8	5	0.1	-3	-15
COc1ccc(C(C(=O)NC2CCCCC2)N(C(=O)c2cccs2)c2ccc3c(c2)OCO3)cc1 (stereo not given)	-6	-2	-15	-4	3	-4	0.1	-7	7
COc1ccc2c(c1)CCc1cn3nc(C)cc3nc1-2	8	-1	0	9	-4	-7	-0.6	0	-22
Cc1cc(OCc2nnc(SC(C)C(=O)O)n2Cc2ccccc2)ccc1Cl (stereo not given)	0	0	·	6	-4	·	1.2	-5	-7
O=C(NCCc1ccncc1)Nc1ccc(F)cc1	-10	0	-6	10	-12	-5	0.0	-1	-2
C=CCn1c2ccccc2c2nnc(SCc3[nH]c(=O)[nH]c3C(=O)CCCCC(=O)OCC)nc21	-10	-1	-26	-3	-5	2	-0.2	-11	10

Results in CHO-K1 Ca antag, for three of the compounds above:
Structure | CHO-K1 Ca antag
CCCN(CC(=O)Nc1ccccc1C)C(=O)c1ccc(C)c(S(=O)(=O)N2CCCCC2)c1 | 0
CCc1c(C)nc2ncnn2c1NCCc1ccc(OC)cc1 | 0
COc1ccc2c(c1)CCc1cn3nc(C)cc3nc1-2 | 8

Next section
SMILES	CHO-K1 Ca antag	M4 ag	CHO parental Ca	CHRM1 PAM	M1 antag	OXTR potentiate	M1 ag parental	M1 ag	M4 antag
CC(=O)N1CCN(C(=O)c2cc(S(=O)(=O)N(C)c3ccc(F)cc3)ccc2Cl)CC1	-6	1	-14	4	1	-2	1.0	-3	-1
O=C(COc1ccc(Cl)cc1)Nc1ccccc1C(=O)NCc1ccco1	-15	4	-13	-6	-3	-7	2.6	6	3
CCOc1ccc(C(=O)NCC(=O)NNC(=O)c2cc(C)oc2C)cc1OCC	-11	-1	-4	10	-10	0	-0.6	-3	-8
Cc1ccc(NC(=O)COC(=O)Cn2cnc3c2c(=O)n(C)c(=O)n3C)c(Cl)c1	-13	2	10	-1	3	-10	4.2	-3	-1
